Screens as filed in PubChem.
Furin inh = blocks human furin protease activity. P09958. purified furin, fluorogenic substrate cleavage. inhibition, % at 30 µM. actives 0.061% (n = 220,000). AID 463115; in the data active means inhibition above about 25%; further: inactives centre near -15
FXIIa inh 1536 = inhibitors of human coagulation factor XIIa; P00748; purified FXIIa, Boc-QGR-AMC fluorogenic substrate, 2 h; inhibition, % at 5 µM; actives 0.3% (n = 220,000); AID 800; in the data active means inhibition above about 40%;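 further: 0% = enzyme with no compound and 100% = blank without enzyme; many of its hits are not listed in these tables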
Wee1 stabilizer = blocks degradation of human Wee1 kinase. HeLa Luc-Wee1K328M stability, luciferase luminescence; 100% = proteasome inhibitor MG132 effect. reporter increase, % at 5 µM. actives 1.2% (n = 220,000). AID 1321;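 active means activation above the mean of all tested compounds plus 3 SD, set per screening run, cut at about 8.8% in these data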;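 further: cells exposed to compound for 20 h before luminescence read; 0% = DMSO alone and 100% = MG132 at 30 µM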
PERK inh = human PERK inhibition, primary cell-based screen; CHO PERK-DD fusion, SEAP luminescence translation reporter; inhibition, % at 5.6 µM; actives 0.17% (n = 220,000); AID 1416;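 active means inhibition above the mean inhibition of all tested compounds plus 3 SD, set separately per screening campaign, cut at about 2.9% in these data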;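 further: PERK kinase domain activated by AP20187 dimerizer at 100 nM; 0% = DMSO with dimerizer and 100% = rapamycin at 8.4 µM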
Target sequence (Q9NZJ5 whole entry, looked up, the tested form may be a part): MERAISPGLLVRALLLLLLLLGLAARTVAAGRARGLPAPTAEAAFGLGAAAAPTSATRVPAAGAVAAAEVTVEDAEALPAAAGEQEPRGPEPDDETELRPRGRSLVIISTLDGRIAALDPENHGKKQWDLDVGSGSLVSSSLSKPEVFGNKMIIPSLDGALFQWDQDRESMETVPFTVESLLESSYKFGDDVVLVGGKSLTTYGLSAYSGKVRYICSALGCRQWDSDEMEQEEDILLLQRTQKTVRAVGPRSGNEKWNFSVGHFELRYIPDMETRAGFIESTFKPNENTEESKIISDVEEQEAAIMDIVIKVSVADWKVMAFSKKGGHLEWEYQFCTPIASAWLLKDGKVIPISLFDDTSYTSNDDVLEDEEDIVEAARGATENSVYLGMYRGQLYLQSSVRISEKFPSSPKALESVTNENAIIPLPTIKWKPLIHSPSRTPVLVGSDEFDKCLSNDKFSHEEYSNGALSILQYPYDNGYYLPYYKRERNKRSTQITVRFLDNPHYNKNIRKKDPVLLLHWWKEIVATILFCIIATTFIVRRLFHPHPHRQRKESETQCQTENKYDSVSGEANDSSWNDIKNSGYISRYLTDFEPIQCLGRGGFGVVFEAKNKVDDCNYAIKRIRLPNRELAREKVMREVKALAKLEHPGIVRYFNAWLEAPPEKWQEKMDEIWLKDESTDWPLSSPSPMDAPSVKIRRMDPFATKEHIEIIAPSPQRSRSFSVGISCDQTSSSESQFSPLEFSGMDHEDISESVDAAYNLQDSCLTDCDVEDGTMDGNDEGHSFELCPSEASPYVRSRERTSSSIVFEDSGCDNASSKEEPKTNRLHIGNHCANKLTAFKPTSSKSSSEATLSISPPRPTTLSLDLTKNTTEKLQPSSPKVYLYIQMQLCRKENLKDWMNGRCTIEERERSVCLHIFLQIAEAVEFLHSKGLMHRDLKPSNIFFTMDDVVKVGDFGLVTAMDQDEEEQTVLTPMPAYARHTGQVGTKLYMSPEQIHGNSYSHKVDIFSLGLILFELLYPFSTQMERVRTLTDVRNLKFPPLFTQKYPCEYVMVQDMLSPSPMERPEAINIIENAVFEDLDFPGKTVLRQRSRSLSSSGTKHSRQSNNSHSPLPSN
KCC2 mod = KCC2 (human) Cl- transport modulation; Q9H2X9; KCC2 cells, thallium flux FluoZin-2 fluorescence; B-score of Tl+ flux slope (higher = more flux/activation; lower = inhibition) at 10 µM; actives 2.2% (n = 190,000);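 active means thallium flux slope and its plate-corrected score both differing from the plate sample mean at a set confidence after two filtering rounds, in either direction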;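 further: slope of fluorescence scaled to starting intensity during 10 to 20 s after thallium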
Thrombin inh = inhibitors of human thrombin | P00734 | alpha-thrombin, Boc-VPR-AMC fluorogenic substrate cleavage | inhibition, % at 5 µM | actives 0.26% (n = 220,000);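 active means inhibition at or above 40%; inactive means inhibition below 40%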;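 further: 0% = enzyme with no compound and 100% = wells without enzyme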
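Assay system: human alpha-thrombin enzyme. Reagent: Boc-VPR-AMC substrate, 15 µM final. Compound dosing: one concentration per compound, 5 µM, with 0.2% DMSO. Incubation: room-temperature reaction. Technique: AMC fluorescence, 355/460 nm. Measure: % inhibition relative to enzyme controls and enzyme-free blanks.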
FXIa inh = inhibitors of human coagulation factor XIa. purified FXIa, Boc-Glu-Ala-Arg-AMC fluorogenic substrate. AID 798. actives 0.14% (n = 220,000). inhibition, % at 5 µM. P03951;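 active means inhibition of at least 40%; inactive means inhibition below 40%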;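 further: fluorescence of freed AMC excited at 355 nm; 0% = enzyme without compound and 100% = no enzyme blank; many of its hits are not listed in these tables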
KLK5 inh = kallikrein 5 (human) inhibition. Q9Y337. recombinant hK5, fluorogenic AMC substrate cleavage. inhibition, % at 5 µM. actives 0.59% (n = 210,000). AID 873;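 active means inhibition of 40% or more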;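 further: 0% = enzyme controls without compound and 100% = no-enzyme blanks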
p97 ATPase inh = blocks human p97 ATPase activity; P55072; recombinant p97 ATPase, Kinase-Glo ATP luminescence, 3 h; inhibition, % at 8 µM; actives 0.42% (n = 220,000); in the data active means inhibition above about 15%;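 further: 0% = DMSO vehicle and 100% = wells lacking enzyme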
* marks the source's active call; other numbers are inactive results; / = not tested or not shown; [ ] = another dose, or the depositor's remark. Not a hit list. About 4.4% of those tested had a hit in this group.

SMILES	Furin inh	FXIIa inh 1536	Wee1 stabilizer	PERK inh	KCC2 mod	Thrombin inh	FXIa inh	KLK5 inh	p97 ATPase inh
Cc1ccc(S(=O)(=O)N(Cc2ccccc2)c2ccccc2C(=O)Nc2ccccc2C(=O)NCc2ccco2)cc1	-21	6	0	-1.2	0.13	-2	2	-9	0
Nn1c(Cc2cccc3ccccc23)nnc1SCc1ccccc1Cl	-25	11	2	-0.3	-1.3	2	9	-8	2
O=c1[nH]c2ccccc2nc1NCCN1CCOCC1	-18[20 µM]	-11	-3	0.4	0.92	-6	-15	-8	0
COC(=O)c1ccc(-n2nnnc2SCC(=O)N2CCCCC2)cc1	-15	23	2	-0.1	1.8	4	10	-17	-9
O=C(Cc1ccccc1[N+](=O)[O-])NCCCN1CCOCC1	-24	2	7	0.4	1.2	4	-1	-15	0
CCCN(CC(=O)Nc1ccc(C(N)=O)cc1)CC(=O)Nc1cc(Cl)ccc1Cl	-12	10	0	0.8	1.5	3	1	-3	1
COc1ccc(C(F)(F)F)cc1N/C=C/c1nnnn1-c1ccc(C)cc1	-8	6	-1	0.4	0.24	0	2	-3	5
CCOc1ccc(C(=O)NCC(=O)OCC(=O)N2C(C)CCCC2C)cc1 (stereo unspecified)	-19[20 µM]	11	-2	1.3	/	2	0	0	1
CCOC(=O)C1(C)C=C(Nc2ccc(NC(C)=O)cc2)C(=O)N1c1ccc(NC(C)=O)cc1 (stereo unspecified)	13	12	-1	1.6	1.3	2	5	2	3
COc1ccc(-n2c(=S)[nH]c3ccccc32)cc1	-18[20 µM]	5	4	0.5	23*	2	0	-10	7
CCOc1ccc(C(Nc2cccnc2)c2cc(Cl)c3cccnc3c2O)cc1 (stereo unspecified)	-7	9	-3	-0.6	5*	-7	1	-6	6
C=CCn1c(SCC#N)nc2sc(CC)cc2c1=O	-13	9	4	1.4	-0.83	-1	-1	-3	2
Cc1cc(/C=N\NC(=O)CC(=O)NC2CCCCC2)c(C)n1-c1ccc(Cl)cc1	-26	5	-1	0.9	/	-3	2	-23	-2
Cc1cc(C)cc(CC(Cc2nc3ccccc3[nH]2)c2nc3ccccc3[nH]2)c1 (stereo unspecified)	-19[20 µM]	7	1	-1.1	/	15	15	10	-1
O=C(c1cc2ccccc2oc1=O)N(c1ccccc1)C1C=CS(=O)(=O)C1 (stereo unspecified)	-2	9	-2	0.7	2.9	0	3	3	5
CCN(CC)S(=O)(=O)c1ccc2oc(C(=O)O)c(C)c2c1	-19[20 µM]	-6	0	1.0	1.9	-6	-5	1	2
CC(/C=N/NC(=O)Cn1cnc2c1c(=O)n(C)c(=O)n2C)=C\c1ccccc1	-11	-2	-1	0.8	3	-6	0	-17	-5
Cc1nn(-c2ccccc2)c(C)c1/C=N/NC(=O)c1cc(C23CC4CC(CC(C4)C2)C3)[nH]n1	-3[20 µM]	6	2	0.8	/	0	-2	16	3
CC(NC(=O)C(C(=O)c1cccc([N+](=O)[O-])c1)n1cc(Cl)ccc1=O)c1ccccc1 (stereo unspecified)	-11	14	0	0.8	-0.44	4	4	-20	8
c1ccc2c(c1)OCc1cn[nH]c1-2	-19	7	-4	0.1	-0.19	-6	-3	0	-4
O=C(CN1CCN(Cc2ccccc2Cl)CC1)N=Nc1c(O)[nH]c2ccccc12	-15	3	0	0.3	-0.61	-3	-2	-2	-5
Cc1ccc(NS(=O)(=O)c2cc(C(=O)O)ccc2Cl)cc1	-15	9	-1	0.7	0.32	-2	-4	-19	-3
O=C(NCC1CCCO1)c1ccc(NS(=O)(=O)c2cccc([N+](=O)[O-])c2)cc1 (stereo unspecified)	-10	9	1	1.1	-0.49	1	3	6	1
C(=C\c1ccccn1)/c1cccnc1	-14	4	-1	0.9	-0.9	-2	-1	-2	2
O=C(c1cccc([N+](=O)[O-])c1)N1CC2C3C=CC(C3)C2C1 (stereo unspecified)	-28	10	1	1.3	-0.31	-2	-2	2	5

Compound profiles (already shown):
CC(/C=N/NC(=O)Cn1cnc2c1c(=O)n(C)c(=O)n2C)=C\c1ccccc1 as listed: Furin inh = -11; FXIIa inh 1536 = -2; Wee1 stabilizer = -1; PERK inh = 0.8; KCC2 mod = 3; Thrombin inh = -6; FXIa inh = 0; KLK5 inh = -17; p97 ATPase inh = -5
O=C(NCC1CCCO1)c1ccc(NS(=O)(=O)c2cccc([N+](=O)[O-])c2)cc1 (stereo unspecified) as listed: Furin inh = -10; FXIIa inh 1536 = 9; Wee1 stabilizer = 1; PERK inh = 1.1; KCC2 mod = -0.49; Thrombin inh = 1; FXIa inh = 3; KLK5 inh = 6; p97 ATPase inh = 1

Next part:
SMILES	Furin inh	FXIIa inh 1536	Wee1 stabilizer	PERK inh	KCC2 mod	Thrombin inh	FXIa inh	KLK5 inh	p97 ATPase inh
CC(=O)Nc1ccc2c(c1)C(=O)N(C1CCCCC1)C2=O	1[20 µM]	-5	0	-0.3	-0.093	-1	-7	1	-8
CCN=C(Nc1ccc2c(c1)OCO2)SC1CC(=O)N(c2ccc(OC)cc2)C1=O (stereo unspecified)	-25[20 µM]	5	-1	0.2	-0.66	4	-1	-11	2
Cc1cc(Oc2ccc(Cl)cc2)nc(SCC(=O)c2ccccc2)n1	-11	7	0	-0.2	-0.31	-5	10	-16	1
Nc1ccc(Br)cc1Br	-29	6	4	1.2	/	-5	-3	-5	1
COc1ccc(NC(=O)NC23CC4(C)CC(C)(CC(C)(C4)C2)C3)cc1	0	13	1	0.5	0.49	3	15	-11	-1
CCCOC(=O)CCCC[C@H]1SC[C@@H](NC(=O)OC)[C@H]1NC(=O)OC	-6[20 µM]	7	-1	1.0	-0.0046	-4	-4	-11	-1
Cc1ccc(C(=O)NCCCNCCCNC(=O)c2ccc(C)nc2)cn1	-30[20 µM]	7	-3	-0.1	-0.15	-1	3	3	-1
Cc1nnc(N2C(=O)C(O)=C(C(=O)c3ccco3)C2c2ccc(C(C)C)cc2)s1 (stereo unspecified)	-4	12	-1	-0.8	-1.2	5	6	9	-2
CCOC(=O)c1ccc(N2CCN(c3ccccc3F)CC2)c(NC(=O)Nc2ccccc2)c1	-16	23	-2	0.0	-0.0046	0	22	-13	7
CCN(CC)c1c2c(c(C#N)c3nc4ccccc4n13)CCC2	0[20 µM]	14	-1	-0.2	-0.046	2	6	1	-4
COC(=O)c1ccc(CSc2nc3cc(Cl)ccc3o2)cc1	-10[20 µM]	-3	-1	1.0	/	-7	-7	2	-2
COc1cccc(/C=N/n2nnnc2N)c1O	-12	22	-3	0.6	0.016	24	4	4	-5
Cc1ccc(NC(=O)COc2ncnc3sccc23)cc1S(=O)(=O)N(C)C	-24	12	-2	1.4	0.35	-4	-4	2	6
CCC(NC(=O)OC(C)(C)C)C(=O)Oc1ccc2c3c(c(=O)oc2c1)CCC3 (stereo unspecified)	-145	34	5	0.4	6.1	17	6	-375	6
COc1ccc(NC(=O)Nc2cccc(OC)c2)cc1	-1	/	0	1.9	/	/	/	/	5
COc1ccc(CC(=O)NCC2COc3ccccc3O2)cc1 (stereo unspecified)	-7	10	-3	-0.7	-0.83	3	7	6	-3
COc1ccc(CCN2C(=O)c3ccccc3C2(O)c2ncc[nH]2)cc1OC (stereo unspecified)	-25[20 µM]	14	3	0.6	2.4	1	6	-8	4
CC(C)C[C@H](NC(=O)OC(C)(C)C)c1n[nH]c(=S)n1N	-23	10	-1	1.0	-0.09	2	5	-2	5
N#C/C(=C\c1ccc(OCC(N)=O)cc1)S(=O)(=O)c1ccccc1	-18	2	-2	0.0	1.2	4	-6	1	5
CCNC(=S)N(Cc1cc2cc(C)ccc2[nH]c1=O)C1CCCC1	-12	13	3	-0.3	0.05	3	5	-2	5
O=C(NCCc1ccccc1)C1c2ccccc2C(=O)N1C1CC1 (stereo unspecified)	-15	8	-2	-0.4	2	-8	-2	-11	6
c1ccc(CCNc2ccnc3cc4ccccc4cc23)cc1	-59	-42	-3	1.7	-0.66	-2	-9	-16	5
CCC(C)(C)N=C(NC#N)Nc1cccnc1	/	/	-2	2.4	1.1	/	/	/	8
O=C(Nc1cc(Sc2ccccn2)cc([N+](=O)[O-])c1)c1cccc(F)c1	-11	8	-3	-0.5	-1.1	-4	7	-18	4
COCCCNC(=O)Cn1cc(C(=O)c2cccs2)c2ccccc21	-15[20 µM]	10	-2	-0.3	2.8	-1	3	-3	4

Carrying on.
SMILES	Furin inh	FXIIa inh 1536	Wee1 stabilizer	PERK inh	KCC2 mod	Thrombin inh	FXIa inh	KLK5 inh	p97 ATPase inh
O=c1cc(Nc2cccc(Br)c2)[nH]c(=O)[nH]1	-12	5	0	0.8	-0.068	/	3	0	5
CCC(C)(C)NC(=O)C(c1cccn1C)N(Cc1ccc(C)cc1)C(=O)Cn1nnc2ccccc21 (stereo unspecified)	-21	9	-2	0.2	/	-4	-4	-2	3
Cc1nc(N)[nH]c(=O)c1CCC(=O)OCC(C)C	-3[20 µM]	-7	3	0.7	-1.3	-9	-7	-3	0
CCOC(=O)CSC1=Nc2ccccc2C2=NC(CC(=O)NCc3cccs3)C(=O)N12 (stereo unspecified)	-1[20 µM]	1	1	-0.1	-0.13	-3	-8	0	-9
CCN1CCN(c2ncnc3c2cnn3-c2ccc(Cl)cc2)CC1	-22	9	/	/	0.053	-5	-1	1	/
CC(C)(C)NC(=S)NNC(=O)c1cccc(Br)c1	-32	7	-2	0.4	0.35	0	-2	-2	3
Cc1ccc(C2CC(=O)c3cnc(N4CCN(c5ccccc5)CC4)nc3C2)cc1 (stereo unspecified)	-8	1	-1	-0.1	/	-2	-8	-24	-5
CCCc1nc2sc3ccccc3c(=O)c2c(=O)n1CCOC	-13[20 µM]	-3	2	0.4	-0.22	-4	-6	-7	7
COc1ccc(CCN(C(=O)C(F)(F)F)C(C(=O)NC2CCCCC2)c2cccs2)cc1 (stereo unspecified)	-4	10	4	-0.6	0.25	0	16	-1	-3
CC(C(=O)OCC(=O)Nc1ncc(Cl)cc1Cl)N1C(=O)c2ccccc2C1=O (stereo unspecified)	-5[20 µM]	14	1	0.3	-0.9	2	2	-6	2
COc1ccccc1CNc1ncnc2cc(OC)c(OC)cc12	-13	4	-2	1.1	-0.23	-6	3	-5	1
CSc1cccc(CN2CCC(CO)(Cc3ccccc3)CC2)c1	-12	6	-1	-0.9	-0.23	-4	-4	1	0
C=CCNC(=O)c1ccccc1NC(=O)c1ccccc1SC	-12	8	1	0.6	-0.39	-3	-1	6	2
CCNC(=S)N(CCc1ccc(OC)c(OC)c1)Cc1cc2cc(OC)ccc2[nH]c1=O	-22	11	-2	0.0	0.22	-3	1	6	6
CCN1CCN(CCCNC(=O)C2c3ccccc3C(=O)N(c3ccc(OC)cc3)C2c2ccc(OC)cc2)CC1 (stereo unspecified)	-13	4	1	0.9	1.1	-1	-4	-1	-1
COc1ccc(CCN2C(=O)NC(NC(C)=O)(C(F)(F)F)C2=O)cc1OC (stereo unspecified)	-8	5	3	0.3	0.044	-16	2	9	4
COc1cc(C(=O)N2C(=O)c3cccc(N)c3C2=O)cc(OC)c1OC	-8	15	-1	1.2	0.26	11	-2	-10	-2
Oc1ccc(/C=N/NC(=S)NCc2ccco2)cc1	-9[20 µM]	6	5	0.4	-1.3	-2	-5	-33	0
Cc1ccc(S(=O)(=O)c2nc(Nc3ccccc3)sc2Cl)cc1	-15	7	-2	-0.5	-0.84	-5	1	0	4
CCN(CC)S(=O)(=O)c1ccc(Cl)c(NC(=O)COc2ccc(OC)cc2[N+](=O)[O-])c1	-10	10	1	0.1	0.31	-6	1	-7	5
O=C(CCCn1c(=O)c2sccc2n(CC(=O)NCC2CCCO2)c1=O)NCc1ccco1 (stereo unspecified)	-17	3	1	1.8	-0.48	2	-5	1	0
